Phagocyt inh – blocks phagocytosis by macrophages; J774A.1 macrophage IgG-bead phagocytosis, imaging; inhibition, % at 5 µM; 110,000 tested, 0.07% active; AID 1029;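 active means inhibition above the mean of the plate negative controls plus 5 SD, cut at about 13% in these data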;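 further: phagocytic index as fraction of beads internalized from green versus red external bead signal; plate controls were DMSO negative control for no effect and cytochalasin-D positive control for full effect; some results beyond the cut were filed as inactive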
Yeast life ext – yeast lifespan extension; S. cerevisiae growth with nicotinamide, OD615; deaD strain in restrictive glucose medium; inhibition of the nicotinamide effect, % at 10 µM; 130,000 tested, 0.68% active; AID 775;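 active means inhibition above a set limit, placed 3 SD over the median of all compounds, cut at about 26% in these data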;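 further: 0% = nicotinamide-treated wells and 100% = cells grown without nicotinamide; some compounds called inactive have numbers as strong as hits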
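Assay system: engineered S. cerevisiae DeaD replicative-lifespan strain, galactose-grown log-phase cells; medium: restrictive CSMM-D dextrose medium; also added: nicotinamide, 1.5 mM, co-present with compound; schedule: 48 h compound exposure at 30 °C, humidified; detection: absorbance at 615 nm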
HCT116 bCat-KO – beta-catenin-lacking colon tumor cell growth suppression; viability, % at 10 µM; HCT116 beta-catenin knockout viability, CellTiter-Glo, 60 h; hits give low values; 140,000 tested, 1.5% active;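 active means viability at or under a set limit, the compound median less 4 SD, cut at about 6% in these data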;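 further: 0% = Hyamine 1622 control at 20 µM and 100% = untreated cell control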
Measles CPE – protection of cells from measles virus; AID 841; 140,000 tested, 1.5% active; Measles virus-infected cells, CPE protection, absorbance; protection (pct of control), % at 4 µM; in the data active means protection mostly above about 24%, no sharp cut-off; inactive means mostly below about 26%; further: some compounds called inactive have numbers as strong as hits
MRP1 act – MRP-1 activation. 140,000 tested, 0.61% active. H69AR cells + doxorubicin, viability rescue, CellTiter-Glo. viability increase, % at 10 µM;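 active means viability gain under doxorubicin at or above a set limit, the compound median plus 3 SD, cut at about 4.7% in these data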;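 further: MRP-1 overexpressing cells given doxorubicin 25 µM after compound pretreatment; 18-22 h compound pretreatment then 72 h with doxorubicin before readout; 0% = doxorubicin-only wells and 100% = vehicle-treated cells without doxorubicin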
BB579 growth dn – yeast BB579 growth reduction in restrictive medium | S. cerevisiae BB579 growth, OD615, 48 h | inhibition, % at 10 µM | 140,000 tested, 0.51% active;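 active means inhibition above a set limit, 3 SD over the mean compound inhibition, cut at about 44% in these data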; further: inactives centre near -24
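Assay system: S. cerevisiae DeaD strain BB579 yeast. Medium: CSMM-D restrictive synthetic medium containing dextrose (glucose). Times: 4 h cell preincubation, 48 h compound exposure, 30 °C humidified. Signal: OD615 turbidity measurement. Benchmarks: positive control amphotericin B 10 µg/mL.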
NPY-Y2 antag – NPY-Y2 (human) receptor antagonism. P49146. NPY-Y2 expressing cells, antagonist mode. inhibition, % at 2.7 µM. 140,000 tested, 0.99% active. AID 793; in the data active means inhibition above about 17%;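 further: 0% = vehicle with agonist challenge and 100% = reference antagonist with challenge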
Target sequence (P49146 whole entry, looked up): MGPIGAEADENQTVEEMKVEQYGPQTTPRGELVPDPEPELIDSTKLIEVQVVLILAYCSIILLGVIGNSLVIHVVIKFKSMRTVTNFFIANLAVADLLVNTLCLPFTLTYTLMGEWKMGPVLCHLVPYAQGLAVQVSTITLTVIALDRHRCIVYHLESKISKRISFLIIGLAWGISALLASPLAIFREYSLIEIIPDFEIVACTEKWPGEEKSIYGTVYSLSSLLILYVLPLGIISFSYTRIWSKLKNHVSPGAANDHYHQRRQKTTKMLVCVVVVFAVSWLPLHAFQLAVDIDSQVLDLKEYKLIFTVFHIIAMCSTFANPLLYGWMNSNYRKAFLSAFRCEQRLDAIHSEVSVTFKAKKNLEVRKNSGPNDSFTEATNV
E-sel TNF inh – blocks E-selectin expression induced by TNF alpha. 120,000 tested, 0.71% active. AID 1246. HUVEC TNFa-induced E-selectin immunofluorescence, high content. inhibition, % at 2 µM;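 active means inhibition above the batch mean plus 3 SD, and confirmed as a hit on visual image review, cut at about 43% in these data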;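 further: 0% = TNF-stimulated DMSO wells and 100% = unstimulated control wells; not every result past the cut was called active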
PTEN del growth – growth suppressors of cells with PTEN tumor suppressor deletion; HCT116 PTEN-null viability, CellTiter-Glo, 60 h; hits give low values; 140,000 tested, 1.2% active; viability, % at 10 µM;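 active means viability at or below a set limit, 4 SD under the median of all tested compounds, cut at about 3.7% in these data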;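 further: PTEN knockout HCT116 line with beta catenin targeted HCT116 as companion control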
GALR2 blocker – blocks the human galanin receptor 2; O43603; inhibition, % at 4 µM; AID 828; GALR2-expressing cells, antagonist mode; 140,000 tested, 0.39% active; in the data active means inhibition above about 27%;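 further: cells stimulated with galanin 1-16 at roughly its EC80; 0% = agonist challenge control and 100% = basal control without agonist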
Target sequence (O43603 whole entry, looked up): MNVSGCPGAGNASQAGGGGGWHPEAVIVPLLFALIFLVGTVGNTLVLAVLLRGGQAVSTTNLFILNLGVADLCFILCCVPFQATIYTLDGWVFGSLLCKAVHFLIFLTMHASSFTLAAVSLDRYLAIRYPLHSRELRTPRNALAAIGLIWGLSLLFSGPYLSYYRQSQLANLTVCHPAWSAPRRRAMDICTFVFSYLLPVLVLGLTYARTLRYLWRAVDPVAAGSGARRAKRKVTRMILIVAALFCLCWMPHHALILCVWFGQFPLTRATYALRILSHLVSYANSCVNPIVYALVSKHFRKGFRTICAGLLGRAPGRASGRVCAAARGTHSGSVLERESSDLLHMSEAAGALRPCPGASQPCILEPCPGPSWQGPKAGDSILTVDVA
* marks the source's active call; other numbers are inactive results; x = not tested or not shown; & = joins results of further samples.

Sequence of screens: Phagocyt inh	Yeast life ext	HCT116 bCat-KO	Measles CPE	MRP1 act	BB579 growth dn	NPY-Y2 antag	E-sel TNF inh	PTEN del growth	GALR2 blocker
Cc1ccc(C)n1-c1ccc(N2CCOCC2)nc1
→ -2	-24	19	9	-3.3	-13	2	-15	22	9
CCCSc1nc(N)cc(=O)[nH]1
→ 1	34*	88	5	-1.8	-28	0	-69	82	14
Cc1ccc(C(C(=O)NCc2ccco2)N(Cc2ccco2)C(=O)CNC(=O)c2ccco2)cc1 (centres undefined)
→ 0	-5	97	5	-3.7	-40	9	-26	98	-12
CC(NC(=S)Nc1c(Cl)cccc1OC(F)F)C(C)(C)C (centres undefined)
→ -5	-4	68	1	-4.5	-7	1	12	70	-6
CCn1c2ccccc2c2cc(N=C3SC(CC(=O)Nc4ccccc4OC)C(=O)N3CCOC)ccc21 (centres undefined)
→ -7	6	80	7	-2.2	-29	2	x	70	-5
CCOc1ccc(CNC(=O)C2CCN(S(=O)(=O)N3CCCC3)CC2)cc1OC
→ x	-18	82	2	-2.6	-19	3	x	84	1
CCc1ccc(CNc2ccc(O)cc2)cc1
→ -1	-7	61	5	-3.7	-9	-2	-5	45	-2
O=C(Nc1sc2c(c1C(=O)NCc1cccnc1)CCCC2)c1ccco1
→ x	-15	99	3	-2.1	-80	4	-16	87	1
O=C(COc1ccc(Br)cc1)N1CCOCC1
→ x	x	91	7	0.3	-16	3	-12	99	18
O=C(NCCc1ccc(Cl)cc1)C1CCN(S(=O)(=O)N2CCCCC2)CC1
→ 0	-5	90	19	1.8	-30	3	x	92	12
Cn1c(=N)n(CC(=O)c2ccc(Br)s2)c2ccccc21
→ 0	-12	56	14	-3.0	15	9	-24	29	14
Cc1ccn2cc(-c3cccc(NC(=O)c4ccccc4)c3)nc2c1
→ -4	-3	85	1	-0.1	-3	5	x	80	-1
O=C1OC(c2ccccc2)C2(CCCC2)C(=O)C12CCCC2 (centres undefined)
→ x	8	75	3	0.3	-29	6	1	85	2
O=C1OCCC1Sc1nnc(-c2ccc(F)cc2)n1Cc1ccccc1 (centres undefined)
→ -4	5	98	7	-0.9	-9	2	x	105	3
CCOc1ccc(-n2ccnc2SCC(=O)Nc2nnc(CC)s2)cc1
→ x	-6	90	15	0.1	-43	-1	-45	98	4
CCOC(=O)CNC(=O)CSc1nnc(-c2ccncc2)n1-c1ccc(Cl)cc1
→ x	1	94	17	-2.9	-34	1	3	94	2
O=C1C2C(C(=O)N1/N=C/c1ccco1)C1C=CC2C12CC2 (centres undefined)
→ 0	-4	97	6	-0.1	28	5	-3	98	-9
O=C(NCC1CCCO1)c1ccc(C(=O)NCC2CCCO2)cc1 (centres undefined)
→ -1	-14	95	9	2.8	-16	2	-1	105	-2
COc1ccc(C(=O)Nc2ccc(-c3cn4ccsc4n3)cc2)cc1S(=O)(=O)N1CCOCC1
→ -1	-2	95	12	-0.8	-36	3	-7	94	7
CSc1nc2ccc(Nc3nc(N4CCOCC4)nc(N4CCOCC4)n3)cc2s1
→ -1	-13	88	17	-2.2	-40	0	36	78	0
O=C(CC(=O)c1ccccc1)Nc1cccnc1Cl
→ -2	-4	87	14	-1.1	-19	2	x	95	13
COC(=O)c1c(NC(=O)COc2ncnc3ccccc23)sc(C)c1C
→ x	3	86	9	-1.6	-30	1	-37	84	1
CCS(=O)(=O)N1CCN(c2ccc([N+](=O)[O-])c(NC(C)c3ccccc3)c2)CC1 (centres undefined)
→ x	-9	81	10	-1.3	-14	1	22	78	8
CCCc1ccc(OCc2ccc(C(=O)O)o2)c(OC)c1
→ 0	-4	99	5	0.0	-32	4	5	108	-6
COC(=O)C1=C(C)N(C)C(C)=C(C(=O)OC)C1c1ccccc1C
→ 0	-7	95	6	-0.7	-75	3	x	101	18
COc1cc2c(cc1O)C(Cc1ccc(O)cc1)NCC2 (centres undefined)
→ x	-2	87	6	-0.6	-35	1	x	80	16
COc1ccc(/C=C/C(=O)Nc2ccccc2C(F)(F)F)cc1OC
→ -2	-15	93	6	-0.6	-42	4	51	106	1
NC(=O)C1CCN(C(=O)C2CCN(S(=O)(=O)c3ccccc3)CC2)CC1
→ 0	-9	108	7	-0.6	-28	1	-1	101	-1
CCCCCCSc1nsc(NC(C)=O)n1
→ 0	-29	96	2	-0.7	23	0	x	92	5
O=C(NCCCn1ccnc1)c1ccc(S(=O)(=O)N2CCCCCC2)cc1
→ x	-17	104	4	-1.8	13	1	-5	108	1
COC(=O)CN(c1ccc2c(c1)OCCO2)S(=O)(=O)c1ccccc1
→ 0	22	94	9	-3.0	-17	3	10	92	14
COc1cc(/C=N/NC(N)=S)ccc1OCC(=O)Nc1ccc(C)c(C)c1
→ 1	-13	87	21	-3.6	-15	-3	15	68	9
S=c1[nH]nc(-c2ccccc2)n1Cc1ccccc1
→ -4	-3	83	14	-3.3	-30	2	x	85	7
O=C(CC1(O)C(=O)N(C/C=C/c2ccccc2)c2ccccc21)c1ccccn1 (centres undefined)
→ 1	-10	13	13	-1.5	-34	4	-9	10	13
CC(C)CNC(=O)COC(=O)/C=C/c1ccccc1[N+](=O)[O-]
→ 1	-6	86	5	-3.1	-36	1	-21	94	0
Cc1cccc(N2CCN(CC(=O)Nc3nccs3)CC2)c1C
→ 0	-26	74	4	-0.5	-20	8	-1	72	-10
COC(=O)c1cccnc1NC(=S)NNC(=O)c1ccccc1
→ 1	-3	104	22	1.4	-13	3	-27	89	0
C/C(CCc1ccc2c(c1)OCO2)=N\N=C(/N)SC1CC(=O)N(c2ccccc2F)C1=O (centres undefined)
→ x	-6	99	7	-2.0	4	6	-31	101	10
O=C(Nc1cccc2ccccc12)NC1CCCc2ccccc21 (centres undefined)
→ x	-1	82	4	-0.8	-42	1	14	93	7
COC(=O)c1ccccc1N1C(=O)C2C(C1=O)[C@H]1C=C[C@@H]2C1 (some centres undefined)
→ -2	-7	105	101*	0.0	5	0	45	102	-10
COc1cc(C(=O)NCc2ccc(-c3nc4ccccc4s3)cc2)cc(OC)c1OC
→ x	2	41	10	-4.9	-15	4	x	49	-2
Clc1ccc(OCCn2cnc3ccccc32)c(Cl)c1
→ x	x	75	10	-3.9	9	0	7	77	-2
O=C(Nc1ccc2nc(-c3ccc(Br)o3)[nH]c2c1)c1ccco1
→ x	6	104	8	0.1	-82	7	6	93	22
COc1cccc(NC(=O)N2CCC(C(=O)Nc3ccc(C)cc3C)CC2)c1
→ 0	0	93	17	-0.1	-55	-1	-8	101	10
COc1ccc(C(=O)N2C(=S)NC(=O)/C2=C\c2ccc(C)cc2)cc1
→ -8	-1	95	8	-1.4	-33	9	x	102	13
COc1cc(OC)cc(C(=O)Nn2cc(C(=O)Nc3c(F)cccc3F)c3ccccc3c2=O)c1
→ x	-1	83	7	-2.1	-46	1	-13	82	-6
CCn1ccnc1C(O)c1cccc(OC)c1 (centres undefined)
→ -1	-11	103	4	0.8	0	1	-3	99	-2
COc1ccc(-c2ccc(C#N)c(SCC(=O)NCCc3ccccc3)n2)cc1OC
→ -3	-1	5.7*	13	-6.3	-8	6	x	4	-18
CC(C)(C)NC(=O)c1cccc(NC(=O)c2ccc(NC(=O)c3ccco3)cc2)c1
→ 0	-12	68	30	-3.6	-23	2	10	57	10
CCOC(=O)c1ccc(COC(=O)CCc2nc3ccccc3[nH]c2=O)o1
→ -2	-2	99	23	-1.2	-52	2	-23	105	6

More compounds:
Sequence of screens: Phagocyt inh	Yeast life ext	HCT116 bCat-KO	Measles CPE	MRP1 act	BB579 growth dn	NPY-Y2 antag	E-sel TNF inh	PTEN del growth	GALR2 blocker
Cc1cc2c(cc1C)NC1(C(=O)Nc3ccccc31)C1=C(CC(C)(C)CC1=O)N2 (centres undefined)
→ 2	-11	103	6	-3.4	2	1	-43	86	-13
COc1ccc(N2CCN(C(=O)CN3C(=O)C4CC=CCC4C3=O)CC2)cc1 (centres undefined)
→ x	-12	96	5	-0.6	-22	-1	8	88	-4
CC(=O)c1cccc(NC(=O)C2CCCN2S(=O)(=O)c2cccc3nsnc23)c1 (centres undefined)
→ 0	-7	84	13	-3.5	-9	3	x	91	4
Nc1c(C(=O)NC2CC2)c2nc3ccccc3nc2n1-c1ccc2c(c1)OCO2
→ 3	4	81	7	-2.1	-91	3	6	72	-1
COCCn1nnnc1CN(Cc1ccco1)Cc1cc2cc3c(cc2[nH]c1=O)OCO3
→ x	-15	81	6	-3.2	-19	1	-13	79	-2
Cc1ccc(NC(=O)c2cc(N3CCOCC3)nc3ccccc23)cc1
→ 0	-31	73	16	-3.6	-30	4	x	61	9
CCC(=O)Nc1c(C#N)c2nc3ccccc3nc2n1C1CCCCC1
→ 4	-17	60	-2	-4.4	-32	3	-9	65	-3
O=C(NC1CCCCCCC1)C1CCCN(S(=O)(=O)c2cnc[nH]2)C1 (centres undefined)
→ 0	-7	85	17	0.0	21	0	x	99	4
Cc1cc(C)nc(SCC(=O)N/N=C/c2cc(C)n(-c3ccccc3C)c2C)n1
→ x	-4	91	30	-1.6	-57	4	-5	87	3
CCOc1ccc(CCNC(=O)C2CCN(c3nnc(-n4cccc4)s3)CC2)cc1OCC
→ -3	-12	109	2	-0.1	-2	2	-3	91	-6
CC12CC(c3ccccc3O1)N(C(=O)c1ccco1)C(=S)N2c1ccccc1 (centres undefined)
→ 0	3	79	6	-5.5	-26	6	7	74	-9
Cc1cccc(N/N=C/c2ccccc2O)c1
→ -6	-7	89	4	-3.9	9	0	x	93	16
Cc1ccc(-c2cc(C(F)(F)F)n3ncc(C(=O)NCc4ccco4)c3n2)cc1
→ 0	-3	83	9	-4.3	-17	6	x	78	-7
COc1ccc(NS(=O)(=O)c2ccc3oc(Nc4ccc5c(c4)OCCO5)nc3c2)cc1
→ -1	-10	87	93*	1.2	-79	-4	x	73	7
CC(C)(C)NC(=O)NC(=O)CSc1nnc(-c2ccccc2F)n1N
→ 1	-11	72	6	-0.9	-6	0	3	90&89	-9
Cc1cc(C)c(NS(=O)(=O)c2ccc(Cl)c(C(=O)O)c2)c(C)c1
→ -1	-4	91	17	1.0	-31	2	-21	92	1
N#Cc1c(N)nc(SCC(=O)NC2CCCCC2)c(C#N)c1-c1ccc(Cl)cc1
→ 0	-20	27	5	-5.3	-31	2	x	41	19
CCc1ccc(OCC(=O)NCCOc2ccccc2)cc1
→ 0	-19	96	5	-0.1	-15	7	5	95	3
Cn1c2ccccc2c2nnc(SCc3ccc4nonc4c3)nc21
→ 0	-12	99	10	-1.1	-36	2	3	104	1
Cc1ccc(NC=C(S(=O)(=O)c2ccccc2)S(=O)(=O)c2ccccc2)c(C)c1
→ 2	-14	92	5	-1.7	-19	4	2	82	4
COc1ccc(NS(=O)(=O)c2c(C)[nH]c(=O)[nH]c2=O)c(OC)c1
→ -1	-11	87	3	-1.9	-46	2	3	86	-17
CC(=O)Nc1ccc(S(=O)(=O)Nc2nc3ccccc3nc2Nc2ccc(S(N)(=O)=O)cc2)cc1
→ -5	5	100	6	0.7	-4	1	x	101	2

Screens (PubChem BioAssay)
